From PubChem
D2 antag: HTS Assay for Allosteric Antagonists of the Human D2 Dopamine Receptor: Primary Screen for Antagonists; D(2) dopamine receptor (Homo sapiens), P14416; HEK293 TREx D2 cells, calcium flux, dopamine EC80; inhibition, % at 10 µM; hit rate 2% among 340,000; in the data active means inhibition above about 30%; further: 0% is about no effect
Target sequence (P14416 whole entry, looked up): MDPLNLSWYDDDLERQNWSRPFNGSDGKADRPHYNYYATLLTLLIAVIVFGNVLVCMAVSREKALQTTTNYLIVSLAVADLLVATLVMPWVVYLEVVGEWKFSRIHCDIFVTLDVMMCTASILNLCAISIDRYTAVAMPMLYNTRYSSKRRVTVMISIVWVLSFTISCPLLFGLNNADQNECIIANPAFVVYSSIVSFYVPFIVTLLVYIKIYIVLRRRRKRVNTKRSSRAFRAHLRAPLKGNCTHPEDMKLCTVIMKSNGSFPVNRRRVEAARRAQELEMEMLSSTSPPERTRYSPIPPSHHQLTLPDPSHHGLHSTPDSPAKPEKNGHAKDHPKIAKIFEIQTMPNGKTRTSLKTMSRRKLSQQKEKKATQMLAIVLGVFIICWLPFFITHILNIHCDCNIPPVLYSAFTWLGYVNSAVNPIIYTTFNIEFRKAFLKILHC
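HEK293 T-REx D2 cells, tet-induced, calcium dye no-wash. Cpd pintool add, 180 s kinetic, then EC80 DA, 180 s kinetic. Ca flux read.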
mIDH1 inhibitor: qHTS for Inhibitors of mutant isocitrate dehydrogenase 1 (IDH1): qHTS; IDH1-R132H enzyme, NADPH consumption, diaphorase/resazurin fluorescence; AID 602179, 2012; Potency, µM (series often up to 76.6 µM), for inactives: at the highest dose activity change, negative = inhibition, hits mostly inhibitors; hit rate 0.093% among 390,000; Isocitrate dehydrogenase [NADP] cytoplasmic (Homo sapiens), O75874; further: potency means the concentration at half of the fitted maximal effect; on the % scale 0 is the no-effect control and ±100 the full control effect; nearly all actives have a fitted effect of over 65% in size
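IDH1-R132H (0.5 ug/mL) preincubated 30 min with compound, then NADPH (0.016 mM) and alpha-KG (2 mM) added; 80 min at RT, pH 7.5. Remaining NADPH coupled via diaphorase/resazurin to fluorescence (540/590 nm); concentration-response curves normalized to no-enzyme control.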
USP1 inh: Inhibitors of USP1/UAF1: Primary Screen | hit rate 0.23% among 390,000 | Ubiquitin carboxyl-terminal hydrolase 1 (Homo sapiens), O94782 | Potency, µM (doses to about 57.1 µM), without a hit: top-dose activity change, negative = inhibition, usual class: inhibitors | recombinant USP1/UAF1, Ub-Rhodamine cleavage fluorescence; further: potency means the concentration at half of the fitted maximal effect; on the % scale 0 is the no-effect control and ±100 the full control effect; nearly all actives have a fitted effect of over 60% in size; inactives centre near -12
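Step one: compound is pinned into 1nM USP1/UAF1 in HEPES pH 7.8 buffer with TCEP. Step two: 15 min room-temperature incubation. Step three: Ub-Rho (150nM final) starts cleavage, tracked by fluorescence over six one-minute reads.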
rTrxR1 inhibitor: qHTS Assay for Inhibitors of Mammalian Selenoprotein Thioredoxin Reductase 1 (TrxR1): qHTS. Thioredoxin reductase 1, cytoplasmic (Rattus norvegicus), O89049. AID 588453, 2011. recombinant rTrxR1, NADPH fluorescence consumption, selenite substrate. Potency, µM (doses to about 114 µM), for inactives: top-dose activity change, negative = inhibition, actives largely listed as inhibitors. hit rate 1% among 390,000; further: potency means the concentration at half of the fitted maximal effect; on the % scale 0 is the no-effect control and ±100 the full control effect; nearly all actives have a fitted effect of over 65% in size
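Rat TrxR1 (90 nM in the dispensed reagent) was pre-reduced with 400 uM NADPH for 5 min at room temperature, then incubated with compound for 15 min. After 400 uM selenite was added, NADPH fluorescence (Ex 340/Em 450 nm) was followed for 8 min.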
TrxR1 substrate: qHTS Assay for Substrates of Mammalian Selenoprotein Thioredoxin Reductase 1 (TrxR1): qHTS | Thioredoxin reductase 1, cytoplasmic (Rattus norvegicus), O89049 | purified TrxR1 substrate turnover, NADPH consumption readout | Potency, µM (highest dose often 114 µM), for the others: top-dose activity change, negative = substrate turnover | hit rate 0.01% among 390,000; further: potency means the concentration at half of the fitted maximal effect; on the % scale 0 is the no-effect control and ±100 the full control effect; nearly all actives have a fitted effect of over 50% in size
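Rat TrxR1, dispensed at 90 nM, was prereduced with 400 uM NADPH (final) for 5 min at ~22 deg C, then incubated with compound 15 min before 400 uM selenite. A first-read NADPH fluorescence drop versus no-compound background flagged substrates.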
TRHR enhancer: qHTS for Small Molecule Agonists and Allosteric Enhancers of Human TRH Receptor: Primary Screen for Enhancers; Thyrotropin-releasing hormone receptor (Homo sapiens), P34981; TRHR cells, fluo-8 calcium fluorescence, EC20 TRH enhancement; enhancement, % at 2 µM; hit rate 0.66% among 360,000; AID 493056, 2011; in the data active means enhancement above about 30%; further: 0% is about no effect
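TRHR-expressing cells loaded with fluo-8 calcium dye were read kinetically (ex 480/em 530) during compound addition, then stimulated with an EC20 of TRH (10 nM final). Enhancement of the Gq-mediated intracellular calcium response was scored.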
PI4K2A inh: qHTS for small molecular inhibitors of PI4K2A. Phosphatidylinositol 4-kinase type 2-alpha (Homo sapiens), Q9BTU6. activity change, negative = inhibition, % at 76.9 µM. hit rate 0.13% among 420,000. purified PI4K2A, ADP-Glo luminescence, 1 h; active compounds read low; in the data active means activity change below about -50%; inconclusive means mostly about -30% to -49%;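 further: -100% = wells without enzyme as full effect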
Target sequence (Q9BTU6 whole entry, looked up): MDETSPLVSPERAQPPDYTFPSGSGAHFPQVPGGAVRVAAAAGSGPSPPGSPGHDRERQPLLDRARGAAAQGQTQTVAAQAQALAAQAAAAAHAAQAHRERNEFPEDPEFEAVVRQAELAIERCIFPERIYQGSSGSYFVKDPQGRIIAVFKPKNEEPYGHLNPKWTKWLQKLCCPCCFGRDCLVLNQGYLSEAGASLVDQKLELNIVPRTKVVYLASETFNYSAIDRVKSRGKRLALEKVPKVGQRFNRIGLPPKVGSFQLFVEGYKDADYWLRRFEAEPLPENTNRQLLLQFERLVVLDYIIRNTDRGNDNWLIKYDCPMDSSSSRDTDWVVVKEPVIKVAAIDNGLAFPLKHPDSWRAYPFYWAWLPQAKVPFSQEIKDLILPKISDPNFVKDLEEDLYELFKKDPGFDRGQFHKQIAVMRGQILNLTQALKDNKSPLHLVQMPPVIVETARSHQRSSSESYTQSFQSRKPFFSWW
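In this quantitative HTS, ADP production by PI4K2A was quantified luminescently after 1 h at ambient temperature; 100 microM adenosine served as plate-quality control.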
D2 agonist: HTS Assay for Allosteric Agonists of the Human D2 Dopamine Receptor: Primary Screen for Agonists. HEK293 T-REx D2 cells, calcium flux agonist mode. activation, % at 2 µM. hit rate 0.53% among 340,000. AID 485358, 2010. D(2) dopamine receptor (Homo sapiens), P14416;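 active means activation over 3 SD above normal in the single-dose calcium agonist read, cut at about 30% in these data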; further: 0% is about no effect
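Tetracycline-induced HEK293 T-REx cells with force-coupled D2 receptor, plated overnight at 30 C, loaded with no-wash calcium dye. After a 10 s baseline, compound was pin-added and calcium flux read kinetically for 180 s; calcium rises flagged agonists.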
TRHR ag: qHTS for Small Molecule Agonists and Allosteric Enhancers of Human TRH Receptor: Primary Screen for Agonists. AID 493084, 2011. Thyrotropin-releasing hormone receptor (Homo sapiens), P34981. hit rate 0.18% among 360,000. activation, % at 2 µM. TRHR cells, calcium flux fluo-8, FDSS agonist mode; in the data active means activation above about 30%; further: 0% is about no effect
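TRHR-expressing cells loaded with fluo-8 calcium dye; 23 nL library compound pin-transferred, kinetic FDSS fluorescence (Ex 480/Em 530) recorded about 180 s for agonist-induced calcium release, before a 10 nM TRH EC20 addition for potentiator mode.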
* = called active by the depositor; ? = inconclusive; / = not tested or not shown; & = joins results of further samples; [ ] = remark or other dose. Unless noted, the call rests on the fitted dose curve; in most records, active means well fitted inhibition curve with a large enough effect; inconclusive means small, poorly fitted or top-dose-only effect; inactive means no such curve, though single readings can be large or run the other way. No enrichment for hits; about 3.9% have a hit in one of these screens.

SMILES,D2 antag,TRHR ag,TRHR enhancer,PI4K2A inh,USP1 inh,rTrxR1 inhibitor,mIDH1 inhibitor,TrxR1 substrate,D2 agonist
Cc1ccc(-n2ncc3c2CCCC3NC(=O)CCCN2CCCC2=O)cc1C (stereo unspecified),5,-0.1,-4,2,-10%,11%,0%,1%,0.9
Cc1cc(NC(=O)CSc2nnc(-c3ccoc3C)n2N)no1,-3,0.2,21,2,-10%,-21%,-5%,-7%,-0.3
C[C@H]1CN([C@@H](C)CO)C(=O)c2cccc(NC(=O)c3nc4ccccc4s3)c2O[C@H]1CN(C)C(=O)Nc1ccc(F)cc1,/,/,/,4,?,9%,9%,-3%,/
CC(=O)CSc1ncnc2sc3c(c12)CCC(C)C3 (stereo unspecified),6,0.7,0,-3,-25%,13%,0%,3%,-0.5
Cc1ccc(S(=O)(=O)N(C)c2ccc(C(=O)NCc3ccccn3)cc2)cc1,57*,0.3,-1,7,-16%,16%,0%,9%,-0.5
CCOCCCNC(=O)N[C@@H](C)C(=O)OC,1,0.3,0,-1,-12%,15%,-2%,5%,0.5
O=C(Nc1ccccc1C(F)(F)F)C1CCN(S(=O)(=O)c2ccccc2)CC1,/,-0.4,-7,0,-13%,7%,26%,2%,/
O=C(Nc1ccccc1)P(=O)(O)c1ccccc1,/,/,/,6,-17%,25%[57.1 µM],-3%,12%[57.1 µM],/
O=C(COc1ccc(S(=O)(=O)NCCc2ccccc2)cc1)N1CCCC1,6,0.3,2,-1,-2%,25%,1%,-5%[57.1 µM],0.8
COc1cc(OC)cc(-c2nc3nc(C)c(CCC(=O)Nc4ccc(C)cc4C)c(C)n3n2)c1,/,0.1,3,0,-11%,15%,3%,3%,0.6
NC(=O)c1ccc(NC(=O)c2ccccc2S(=O)(=O)c2ccccc2[N+](=O)[O-])cc1,9,1.7,-1,-5,-15%,-2%,4%,-6%,1.0
CCn1ccc2c(OCC(=O)Nc3ccccc3C(F)(F)F)cccc2c1=O,/,-0.4,-4,1,-24%,16%[57.1 µM],-5%,8%[57.1 µM],/
OCCCn1c(C(CO)Nc2nc(-c3ccc(Cl)cc3)cs2)nc2ccccc21 (stereo unspecified),/,/,/,-1,-8%,11%[57.1 µM],-9%,-2%[57.1 µM],/
CCc1noc(C)c1C(=O)N1CCN(S(=O)(=O)c2ccc(C)cc2)CC1,-26,-0.3,-3,-26,-10%,12%[57.1 µM],-3%,2%[57.1 µM],0.0
CN(Cc1ccccc1Br)C(=O)CN1C(=O)NC2(CCCCCC2)C1=O,21,-0.8,-22,-1,-14%,24%,-9%,10%,-0.2
CCc1cc(=O)oc2c3c(cc(OCC(=O)Nc4cccnc4)c12)OC(C)(C)CC3,17,-0.7,1,-1,-15%,-15%,?,216%[activator],-0.6
COc1ccc(-c2[nH]ncc2CN(C)Cc2cccnc2)c(OC)c1,6,-0.3,0,-5,-6%,28%,3%,4%,0.6
COC(=O)n1ccc(C(=O)Nc2ccccc2F)n1,-6,0.2,-6,-2,-2%,-10%,3%,-13%,-0.4
O=C(c1c[nH]c2ccccc12)C(F)(F)F,-4,-0.5,-6,4,-10%,-10%,-6%,-11%,-1.6
Cc1cc(C(=O)NNC(=O)c2ccccc2O)c(C)o1,/,-2.2,4,-4,-11%,8%,-12%,-4%,/
COc1cccc(/C=C(/C#N)c2nc3ccccc3[nH]2)c1OC(C)C(=O)O (stereo unspecified),7,-0.1,2,-6,-16%,-9%,-1%,-15%,0.5
COc1ccc(NC(=O)CSc2ccc(-c3ccco3)nn2)cc1OC,6,-0.6,1,-4,-9%,35µM*,1%,-2%,-0.4
COc1ccc(S(=O)(=O)N2CCC(C(=O)NCC3CCCO3)CC2)cc1OC (stereo unspecified),6,-0.4,-1,2,-16%,15%[57.1 µM],3%,6%[57.1 µM],-0.9
CCOC(=O)c1c(C)[nH]c(C(=O)Cn2c(=O)c3c(ncn3CC)n(Cc3ccccc3)c2=O)c1C,-7,0.6,2,10,-22%,19%[57.1 µM],5%,-12%,-0.2
CCOC(=O)c1ccc(-n2c(C)nc3c(cnn3-c3ccccc3Cl)c2=O)cc1,2,-0.1,-1,0,-12%,7%[57.1 µM],-6%,5%[57.1 µM],-0.7
O=C(COC(=O)c1cc(=O)[nH]c2ccccc12)NCc1ccc(F)cc1,5,0.7,10,-2,-18%,11%,-2%,11%,0.1
C=CCN(C(=O)CNC(=O)c1ccco1)C(C(=O)NC1CCCCC1)c1ccc(OC)cc1OC (stereo unspecified),5,-0.5,-4,-1,-2%,-10%,5%,-6%,1.1
COc1cc(OC)cc(C(=O)Nc2cccc(-c3cn4cccnc4n3)c2)c1,/,-0.5,-5,-1,?,8%[57.1 µM],5%,45%[activator][57.1 µM],-2.9
C/C(N)=C(/C#N)C(=O)COC(=O)CNS(=O)(=O)c1c(F)cccc1F,2,-0.6,1,3,-11%,20%,-1%,0%,1.6
CC(=O)c1ccc(S(=O)(=O)N2CCN(C(=O)CN3C(=O)NC4(CCCC4)C3=O)CC2)cc1,-17,0.2,-6,-3,-18%,2%[57.1 µM],-8%,-5%[57.1 µM],0.7
O=C(NC12CC3CC(CC(C3)C1)C2)c1cnccn1,3,-0.1,-1,1,-27%,-22%,-1%,-5%,0.1
O=c1c2cc(-c3ccccc3)sc2nc2n1N=C(c1cccs1)CS2,-1,0.6,-2,-8,-18%,9%,0%,7%,-0.1

Whole records, looked up by structure. Values in the order: D2 antag	TRHR ag	TRHR enhancer	PI4K2A inh	USP1 inh	rTrxR1 inhibitor	mIDH1 inhibitor	TrxR1 substrate	D2 agonist
Profile of CC(=O)c1ccc(S(=O)(=O)N2CCN(C(=O)CN3C(=O)NC4(CCCC4)C3=O)CC2)cc1 : -17	0.2	-6	-3	-18%	2%[57.1 µM]	-8%	-5%[57.1 µM]	0.7
Profile of C/C(N)=C(/C#N)C(=O)COC(=O)CNS(=O)(=O)c1c(F)cccc1F : 2	-0.6	1	3	-11%	20%	-1%	0%	1.6

The list continues:
SMILES,D2 antag,TRHR ag,TRHR enhancer,PI4K2A inh,USP1 inh,rTrxR1 inhibitor,mIDH1 inhibitor,TrxR1 substrate,D2 agonist
CCOc1ncccc1C(=O)Nc1cccc(C(=O)Nc2cccc(S(=O)(=O)CCO)c2)c1,-5,0.1,7,3,-15%,-5%,1%,-7%,0.2
NNC(=S)NCc1ccc2c(c1)OCO2,6,0.3,1,5,-7%,-16%,0%,-9%,0.5
CC(C)CC(=O)NC(=S)Nc1ccc(S(=O)(=O)N2CCN(C)CC2)cc1,-4,0.2,4,-1,8%,-18%[57.1 µM],-2%,-10%,0.5
Cc1ccc(C)c(N2CCN(CCCNC(=O)c3ccc4nc(CCc5ccccc5)oc4c3)CC2)c1,/,0.3,-4,-2,?,3%[57.1 µM],7%,-3%[57.1 µM],-0.3
COc1cc2nc(CN(CCC(C)C)Cc3nc4cc(OC)c(OC)cc4c(=O)[nH]3)[nH]c(=O)c2cc1OC,-8,2.5,1,2,5%,2%[57.1 µM],-7%,-12%,0.0
COc1ccc(C(=O)O)cc1NC(=S)NC(=O)/C=C/c1ccc(C(C)C)cc1,-14,-0.7,32*,4,-21%,-35%,-5%,-8%,-0.9
COc1ccc(C(=O)NCC(c2cccs2)S(=O)(=O)c2ccc(C)cc2)cc1 (stereo unspecified),/,0.4,-4,3,?,3%[57.1 µM],22%,2%[57.1 µM],-1.2
O=C(/C=C/c1ccc(O)c(O)c1)O[C@@H]1C[C@](O)(C(=O)O)C[C@@H](O)[C@H]1O,11,-0.3&-0.5,-6&-6,3&1,5%&14%,-12%&1%,-7%&-4%,-10%&-9%,-1.2
COc1ccc(OCC(O)CNC(=O)c2sccc2Cl)cc1 (stereo unspecified),2,-0.2,-8,1,-11%,18%[11.4 µM],3%,11%[57.1 µM],-0.7
COc1ccccc1CCC(=O)NNC(=O)c1ccccc1,0,0.4,-2,1,-16%,-16%,2%,-6%,-0.6
CC(=O)Nc1ccc(C(=O)Nc2cc(C(F)(F)F)ccc2-n2cnc3ccccc32)cc1,7,0.4,-2,-7,5%,-1%[57.1 µM],1%,-4%,0.7
CN(Cc1ccccc1)Cc1nc2c(c(=O)n(C)c(=O)n2C)n1Cc1ccc(Cl)cc1,6,0.1,5,6,-22%,2%,2%,1%,-0.6
COc1ccc(NC(=O)CSc2nc(-c3cccs3)cc(C(F)(F)F)c2C#N)cc1,/,2.4,0,1,-17%,6%,10%,6%,2.5
Cc1cccc(C(=O)OC(C)C(=O)NC2CCCc3ccccc32)c1O (stereo unspecified),-9,-0.6,2,-18,9%,14%,0%,20%,-0.1
COc1ccc(CC(=O)NCc2nc3cccnc3n2Cc2ccc(F)cc2)cc1OC,/,0.1,2,-1,-1%,26%[57.1 µM],6%,1%[57.1 µM],-0.2
CCc1ccc(NC(=O)C(=O)NCC(c2cccnc2)N2CCN(Cc3ccccc3)CC2)cc1 (stereo unspecified),/,0.5,-1,4,-10%,16%,31%,0%,-0.2
COC(=O)Cn1c(=NC(=O)c2nc3ccccc3s2)sc2cc(S(C)(=O)=O)ccc21,24,-0.6,2,/,/,/,/,/,8.2
